# Bioassay records (PubChem BioAssay)
# MEP2 TOR yeast: alters MEP2-GFP fluorescence in TOR pathway yeast screen; AID 2016; GFP response vs DMSO, % at 10 µM; S. cerevisiae MEP2-GFP strain, flow cytometry GFP, 3 h; 100% = DMSO control level; 330,000 tested, 0.51% active;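 active = GFP response versus DMSO above a set limit, roughly screen mean plus 3 SD, cut at about 180% in these data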;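 note: median GFP fluorescence of the barcode-gated MEP2-GFP cells per well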
# RPL19A TOR yeast: alters RPL19A-GFP fluorescence in TOR pathway yeast screen | S. cerevisiae RPL19A-GFP strain, flow cytometry, 3 h; active compounds read low | percent response vs DMSO, % at 10 µM | 330,000 tested, 0.3% active;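 active = percent response vs DMSO below 50%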;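 note: median channel GFP fluorescence of the barcoded RPL19A-GFP strain; ratio of sample median GFP to plate DMSO average so 100% = DMSO; lower means less RPL19A-GFP as with rapamycin TOR inhibition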
# VLA-4 inh: inhibition in a human VLA-4 binding assay | P13612 | 330,000 tested, 0.2% active | VLA-4 expressing cells, ligand binding flow cytometry | inhibition, % (about 7 µM as worked out from the volumes in the protocol); in the data active = inhibition above about 50%
# LAP4 TOR yeast: yeast TOR pathway LAP4-GFP modulation; GFP response vs DMSO, % at 10 µM; S. cerevisiae LAP4-GFP multiplex, flow cytometry GFP, 3 h; median GFP as percent of DMSO wells; 320,000 tested, 0.34% active;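 active = GFP response vs DMSO above a set limit, about the screen mean plus 3 SD, cut at about 150% in these data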
# CIT2-GFP yeast: alters CIT2-GFP fluorescence in TOR pathway yeast screen; S. cerevisiae CIT2-GFP strain, flow cytometry, 3 h; 100 means same as DMSO wells; GFP response vs DMSO, % at 10 µM; 320,000 tested, 0.065% active;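 active = GFP response relative to DMSO above a set limit, near the screen mean plus 3 SD, cut at about 150% in these data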;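 note: ratio of well median GFP fluorescence to mean of DMSO wells on the plate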
# Yeast superoxide: caloric restriction mimetics inhibiting age-related superoxide in yeast. S. cerevisiae aged cells, superoxide DHE fluorescence; active compounds read low. superoxide response (% of plate mean), % at 10 µM. 330,000 tested, 0.18% active;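 active = superoxide response under a set limit, about three screen SD below normal, cut at about 65% in these data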;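 note: yeast aged for seven days with compound at 30 °C before DHE staining; 100% = average MFI of all compound-treated wells on the plate with controls excluded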
# AGP1 TOR yeast: alters AGP1-GFP fluorescence in TOR pathway yeast screen; S. cerevisiae AGP1-GFP multiplex flow cytometry, 3 h; GFP as percent of DMSO wells; GFP response vs DMSO, % at 10 µM; 320,000 tested, 0.02% active;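 active = GFP response relative to DMSO above a set limit, near screen average plus 3 SD, cut at about 150% in these data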;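 note: median GFP channel fluorescence of the gated AGP1 strain per well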
# GRK2 aptamer HTS: inhibitors of human GRK2 displacing RNA aptamer; bead flow cytometry, FAM-aptamer displacement from GRK2; inhibition of aptamer binding, % at 10 µM; 330,000 tested, 0.59% active;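 active = inhibition of aptamer binding above 40%, roughly 3 SD of noise, on plates passing a quality check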;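 note: median bead fluorescence of bound FAM aptamer so fluorescent compounds give negative values; no value below 0 was filed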
# Target sequence (P25098 whole entry, looked up): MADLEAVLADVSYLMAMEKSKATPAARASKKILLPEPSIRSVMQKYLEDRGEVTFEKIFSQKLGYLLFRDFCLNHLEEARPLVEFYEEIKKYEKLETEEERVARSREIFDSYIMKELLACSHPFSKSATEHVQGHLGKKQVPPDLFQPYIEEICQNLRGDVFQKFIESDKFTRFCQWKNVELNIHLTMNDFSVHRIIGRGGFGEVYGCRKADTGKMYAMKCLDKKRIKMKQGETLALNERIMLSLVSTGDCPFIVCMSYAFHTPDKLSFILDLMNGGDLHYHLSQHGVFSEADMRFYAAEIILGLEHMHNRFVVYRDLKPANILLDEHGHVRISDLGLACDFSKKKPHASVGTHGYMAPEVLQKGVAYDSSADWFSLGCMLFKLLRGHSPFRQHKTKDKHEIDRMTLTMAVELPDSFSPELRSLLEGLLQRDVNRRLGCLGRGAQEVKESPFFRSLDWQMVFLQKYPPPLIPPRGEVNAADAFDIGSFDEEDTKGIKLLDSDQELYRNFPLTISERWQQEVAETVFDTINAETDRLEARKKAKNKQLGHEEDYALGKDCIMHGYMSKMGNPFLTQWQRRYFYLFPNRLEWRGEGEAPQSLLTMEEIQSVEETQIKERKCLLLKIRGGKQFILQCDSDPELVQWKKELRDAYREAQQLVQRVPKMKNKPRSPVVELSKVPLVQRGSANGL
# * hit, by the source's call; i = inactive.
SMILES,MEP2 TOR yeast,RPL19A TOR yeast,VLA-4 inh,LAP4 TOR yeast,CIT2-GFP yeast,Yeast superoxide,AGP1 TOR yeast,GRK2 aptamer HTS
CCCOc1ccc(/C=N/n2nnnc2N)cc1OC,106.9,109.9,-8.4,101.9,106.2,100.0,104.3,2.0
COCCn1c(N)c(N(Cc2ccccc2)C(=O)c2cc3ccccc3o2)c(=O)[nH]c1=O,103.2,101.2,3.5,110.3,98.6,99.4,106.9,0.0
CCOc1ccc(S(=O)(=O)N2CCCC(C(=O)NC3CCCC3)C2)cc1 (stereo not drawn),94.2,105.4,1.8,76.4,95.8,104.1,94.9,0.0
CCCCCn1c(=O)[nH]c2cc(C(=O)NCc3ccccn3)ccc2c1=O,96.6,98.2,-0.6,96.9,78.0,106.9,106.4,2.0
COc1cc(NC(=O)c2cc3c(C)nc4ccccc4c3o2)cc(OC)c1OC,106.9,95.2,14.0,110.8,90.2,83.9,95.8,1.0
Cc1ccc(-c2c(C(=O)N/N=C/c3cccs3)nnn2-c2nonc2N)cc1,115.6,108.9,10.6,107.2,111.0,88.0,110.1,2.0
CS(=O)(=O)Nc1ccc(Br)cc1C(=O)c1ccccc1,103.7,96.9,1.6,97.5,90.4,100.3,100.3,0.0
O=C(COc1ccccc1)NC(NC(=S)Nc1ccccc1O)C(Cl)(Cl)Cl (stereo not drawn),102.2,96.4,6.4,98.6,95.6,95.7,98.9,2.0
COC(=O)c1[nH]c2ccccc2c1NC(=O)C(C)N1CC(C)OC(C)C1 (stereo not drawn),92.0,98.3,6.8,104.6,103.3,103.7,105.4,2.0
O=C(C1=C[C@@H](C2CC2)C[C@@H](OCc2ccc(CO)cc2)O1)N1CCN(Cc2ccc3c(c2)OCO3)CC1,102.2,110.0,-7.9,107.4,119.6,92.7,100.0,1.0
CCCCS(=O)(=O)N1CCC(C(=O)Oc2ccc(Cl)cc2)CC1,109.4,109.0,13.9,95.5,100.8,83.3,99.9,2.0
Cc1ccc(CNC(=O)c2ccc(CN3CCOCC3)cc2)cc1,104.7,99.5,8.8,108.1,95.0,98.9,100.9,2.0
O=C1CN(C(=O)CSc2nc3cc(Cl)ccc3c(=O)n2Cc2ccccc2)c2ccccc2N1,100.8,98.3,2.9,89.8,91.1,97.2,92.6,3.0
COCCNC(=S)N1CCCN(c2nc3cc(C)ccc3cc2C#N)CC1,102.4,101.6,-0.8,93.0,102.5,102.7,100.2,0.0
Cc1[nH]c(=O)[nH]c(=O)c1/C=N/NC(=O)[C@H](CC(C)C)NC(=O)OC(C)(C)C,92.4,87.9,14.5,86.9,95.3,97.9,87.6,0.0
CCOc1ccc(C(=O)Nc2cccc(-c3ccc(N4CCOCC4)nn3)c2)cc1OCC,93.7,99.0,8.8,103.3,95.6,87.2,108.7,0.0
COc1ccc(N2CCN(C(=O)CSc3nnc(-c4ccc5[nH]c(C)c(C)c5c4)o3)CC2)cc1,96.4,95.1,-3.2,97.8,92.2,86.3,95.9,0.0
Cc1ccc(O)c(-c2cc(C(=O)Nc3c(C)n(C)n(-c4ccccc4)c3=O)[nH]n2)c1,102.7,102.1,8.6,102.3,98.7,84.8,105.7,0.0
CN(C)Cc1c(C(=O)N/N=C/c2ccccc2OCc2ccc(F)cc2)nnn1-c1nonc1N,95.4,93.6,6.5,102.9,95.4,116.3,98.8,0.0
NC(=O)CC(NC(=O)Cc1ccc(Br)cc1)c1ccc(N2CCCCCCC2)c([N+](=O)[O-])c1 (stereo not drawn),95.5,92.2,13.3,123.4,68.4,110.2,77.5,4.0

# Part of the list above, field by field.
O=C(COc1ccccc1)NC(NC(=S)Nc1ccccc1O)C(Cl)(Cl)Cl (stereo not drawn)
  MEP2 TOR yeast: 102.2	RPL19A TOR yeast: 96.4	VLA-4 inh: 6.4	LAP4 TOR yeast: 98.6	CIT2-GFP yeast: 95.6	Yeast superoxide: 95.7	AGP1 TOR yeast: 98.9	GRK2 aptamer HTS: 2.0

COC(=O)c1[nH]c2ccccc2c1NC(=O)C(C)N1CC(C)OC(C)C1 (stereo not drawn)
  MEP2 TOR yeast: 92.0	RPL19A TOR yeast: 98.3	VLA-4 inh: 6.8	LAP4 TOR yeast: 104.6	CIT2-GFP yeast: 103.3	Yeast superoxide: 103.7	AGP1 TOR yeast: 105.4	GRK2 aptamer HTS: 2.0

O=C(C1=C[C@@H](C2CC2)C[C@@H](OCc2ccc(CO)cc2)O1)N1CCN(Cc2ccc3c(c2)OCO3)CC1
  MEP2 TOR yeast: 102.2	RPL19A TOR yeast: 110.0	VLA-4 inh: -7.9	LAP4 TOR yeast: 107.4	CIT2-GFP yeast: 119.6	Yeast superoxide: 92.7	AGP1 TOR yeast: 100.0	GRK2 aptamer HTS: 1.0

CCCCS(=O)(=O)N1CCC(C(=O)Oc2ccc(Cl)cc2)CC1
  MEP2 TOR yeast: 109.4	RPL19A TOR yeast: 109.0	VLA-4 inh: 13.9	LAP4 TOR yeast: 95.5	CIT2-GFP yeast: 100.8	Yeast superoxide: 83.3	AGP1 TOR yeast: 99.9	GRK2 aptamer HTS: 2.0

# A draw from above in order of formula weight, lowest first:
SMILES,MEP2 TOR yeast,RPL19A TOR yeast,VLA-4 inh,LAP4 TOR yeast,CIT2-GFP yeast,Yeast superoxide,AGP1 TOR yeast,GRK2 aptamer HTS
COC(=O)c1[nH]c2ccccc2c1NC(=O)C(C)N1CC(C)OC(C)C1 (stereo not drawn),92.0,98.3,6.8,104.6,103.3,103.7,105.4,2.0
CCOc1ccc(S(=O)(=O)N2CCCC(C(=O)NC3CCCC3)C2)cc1 (stereo not drawn),94.2,105.4,1.8,76.4,95.8,104.1,94.9,0.0
COc1cc(NC(=O)c2cc3c(C)nc4ccccc4c3o2)cc(OC)c1OC,106.9,95.2,14.0,110.8,90.2,83.9,95.8,1.0
COc1ccc(N2CCN(C(=O)CSc3nnc(-c4ccc5[nH]c(C)c(C)c5c4)o3)CC2)cc1,96.4,95.1,-3.2,97.8,92.2,86.3,95.9,0.0
CN(C)Cc1c(C(=O)N/N=C/c2ccccc2OCc2ccc(F)cc2)nnn1-c1nonc1N,95.4,93.6,6.5,102.9,95.4,116.3,98.8,0.0
O=C(C1=C[C@@H](C2CC2)C[C@@H](OCc2ccc(CO)cc2)O1)N1CCN(Cc2ccc3c(c2)OCO3)CC1,102.2,110.0,-7.9,107.4,119.6,92.7,100.0,1.0

# Next part:
SMILES,MEP2 TOR yeast,RPL19A TOR yeast,VLA-4 inh,LAP4 TOR yeast,CIT2-GFP yeast,Yeast superoxide,AGP1 TOR yeast,GRK2 aptamer HTS
COc1ccc(CN2C3CCC2CC(NC(=O)c2cccc(F)c2)C3)cc1 (stereo not drawn),108.1,98.7,-0.5,87.8,101.0,99.2,95.7,0.0
COc1ccccc1NC(=O)CC1CCCC1,102.7,103.9,11.3,110.0,97.9,87.9,100.8,61.0*
CS(=O)(=O)N1CCC(C(=O)Nc2ccc(Cl)cc2)CC1,109.5,105.5,14.2,103.4,107.2,106.6,100.8,4.0
CCOC(=O)c1oc2c(O)c(O)ccc2c(=O)c1-c1nncn1-c1ccccc1,102.5,102.2,18.9,104.4,101.1,105.2,105.5,0.0
O=C(NCc1ccco1)/C(=C\c1ccco1)NC(=O)c1ccc(Br)o1,111.5,101.8,-7.2,106.7,101.7,104.0,103.6,7.0
COc1cc2nc(SCc3ccc(F)cc3)n(Cc3cccs3)c(=N)c2cc1OC,109.7,101.0,-6.0,97.4,107.3,105.8,104.6,3.0
CCC(C(=O)NNC(=O)c1cnccn1)c1ccccc1 (stereo not drawn),100.4,101.3,-3.9,100.1,103.2,86.5,97.3,0.0
Cc1ccc(-c2nnc(C)c(N3CCOCC3)n2)cc1,96.2,97.4,10.2,94.5,100.5,93.3,100.9,2.0
COc1ccc(NC(=O)CC2C(=O)N(c3ccc(Cl)cc3)C(=S)N2CCc2ccccn2)cc1 (stereo not drawn),102.5,102.8,4.4,97.5,99.7,109.9,103.5,6.0
COc1ccc(SCCCn2c(=O)c3c(ncn3C)n(C)c2=O)cc1,109.6,104.6,3.4,103.5,112.1,99.3,108.8,0.0
O=S(=O)(Nn1cnnc1)c1ccccc1,92.0,95.8,0.2,90.9,102.0,91.8,97.9,0.0
CCCC(CCC)c1nnc(NC(=O)c2ccco2)s1,97.9,104.6,3.0,96.3,93.6,100.8,98.0,0.0
CCC1C/C(=C\c2cc(OC)c(OC)cc2OC)C(=O)/C(=C/c2cc(OC)c(OC)cc2OC)C1 (stereo not drawn),112.7,102.5,-99.2,96.7,105.1,104.2,99.4,1.0
O=C(Nc1nnc(SCC(=O)N2CCOCC2)s1)c1ccccc1,107.5,108.6,3.1,107.0,101.7,92.6,104.8,1.0
C/C(Cc1ccccc1)=N\NC(=O)CNC(=O)c1ccc(Cl)cc1Cl,92.4,97.0,7.6,105.9,115.1,105.2,112.7,1.0
CC1CCN(c2nc3c(c(=O)[nH]c(=O)n3C)n2Cc2ccccc2Cl)CC1,89.1,91.4,6.4,91.4,88.8,115.0,92.0,5.0
CCOC(=O)c1ccc(NC(=O)c2sc3nc4n(c(=O)c3c2C)CCC4)cc1,104.0,99.7,3.9,123.8,98.0,126.9,98.3,0.0
COc1cccc2c1C(=O)c1c(O)c3c(c(O)c1C2=O)C[C@@](O)(C(=O)CO)C[C@@H]3O[C@H]1C[C@H](N)[C@H](O)[C@H](C)O1,105.9,107.1,-172.6,101.6,95.5,127.2,87.3,27.0
O=C(N/N=C/c1cccnc1)c1cccc(NC(=O)c2ccc(Cl)cc2)c1,97.4,97.9,-3.9,101.2,92.9,97.5,99.9,39.0
CC(=O)c1c(C)[nH]c(C(=O)OCc2ccccc2)c1C,105.2,97.9,-7.1,98.1,99.3,124.6,93.4,0.0
CC1CCN(C(C(=O)O)c2ccccc2)CC1 (stereo not drawn),96.1,96.9,5.3,100.4,96.8,113.8,101.5,0.0
COc1ccc(C(=O)Nc2cccc(-c3nnc(-c4ccco4)o3)c2)cc1,96.6,100.9,-4.1,107.2,94.4,107.9,93.5,3.0
COc1ccc(C(CNC(=O)CSc2ccc(Br)cc2)N2CCOCC2)cc1 (stereo not drawn),107.3,95.7,-7.0,97.4,96.0,88.1,97.8,1.0
CCCCCC1NC(=O)NC1CCCCCC(=O)O (stereo not drawn),106.1,103.6,-2.3,101.7,110.3,103.7,100.4,0.0
CC(C)Oc1ccccc1OCCN(C)C,98.4,99.8,10.0,86.2,97.4,107.4,96.1,2.0
Cc1ccc(CNC(=O)C2CCCN2C(=O)Nc2ccc(C)cc2)cc1 (stereo not drawn),109.1,101.8,-2.9,95.5,100.0,103.8,98.9,1.0
O=C(CCS(=O)(=O)c1cccc2nonc12)NC1CCCCCC1,101.1,96.9,9.4,97.0,94.8,98.3,96.0,0.0
CC(C)(C)C(=O)COC(=O)c1cc(-c2ccncc2)nc2ccccc12,107.3,90.7,15.0,114.8,97.3,103.5,96.9,0.0
CC(C)(C)OC(=O)N1CCC(C(=O)N[C@@H](Cc2c[nH]c3ccccc23)C(=O)O)CC1,98.4,101.3,i,92.5,65.1,118.7,77.1,0.0
O=C(Nc1nnc(SCCN2CCOCC2)s1)C1CC(=O)N(c2ccccc2)C1 (stereo not drawn),108.6,100.4,0.9,122.8,104.3,97.4,109.8,4.0
CSc1ccc2[nH]c(=O)cc(C)c2c1,102.7,101.6,-12.1,101.7,109.6,102.0,102.6,1.0
